GAA spleen mod = inhibits or activates alpha-glucosidase in human spleen homogenate. P10253. human spleen homogenate, 4-MU-alpha-glucoside fluorescence. Potency, µM (titrated, usually from 79.9 µM), for inactives: top-dose activity change, negative = inhibition, most hits filed as inhibitors. actives 0.006% (n = 240,000);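 note: potency is the fitted concentration of half-maximal effect; 0% = enzyme with vehicle and -100% = no enzyme basal signal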
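Compounds were titrated against alpha-glucosidase in spleen homogenate at pH 5.0, with 1 mM 4-methylumbelliferyl substrate for 40 min at 37 C. Reactions were quenched with pH 10 NaOH/glycine and fluorescence measured.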
HTT ATP protect = cytoprotection in Huntington HTT-Q103 PC12 cell model; Potency, µM (series often up to 56.4 µM), without a hit: cytoprotection (ATP increase), usual class: activators; AID 1471; actives 0.14% (n = 230,000); PC12 HTT-Q103 induced, cytoprotection, ATP luminescence, 40 h;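 note: potency is the fitted concentration of half-maximal effect; % of control where 0% means no effect; nearly all actives have a fitted effect of over 45% in size; toxic huntingtin expression switched on by the ecdysone agonist tebufenozide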
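Cells were plated at 1500 per well in phenol red-free DMEM with 5% equine and 5% calf serum. Tebufenozide (100 nM final) and compounds were added, then ATPlite reagent, and luminescence was read.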
CBFb RUNX1 block = blocks binding between human CBF-beta and RUNX1; AlphaScreen CBFb-His/RUNX1-biotin binding, biochemical; Potency, µM (doses to about 59.8 µM), for the others: top-dose activity, negative = inhibition, hits mostly inhibitors; 230,000 tested, under 10 active; AID 1477; note: % of control where 0% means no effect
Target sequence (Q01196 whole entry, looked up): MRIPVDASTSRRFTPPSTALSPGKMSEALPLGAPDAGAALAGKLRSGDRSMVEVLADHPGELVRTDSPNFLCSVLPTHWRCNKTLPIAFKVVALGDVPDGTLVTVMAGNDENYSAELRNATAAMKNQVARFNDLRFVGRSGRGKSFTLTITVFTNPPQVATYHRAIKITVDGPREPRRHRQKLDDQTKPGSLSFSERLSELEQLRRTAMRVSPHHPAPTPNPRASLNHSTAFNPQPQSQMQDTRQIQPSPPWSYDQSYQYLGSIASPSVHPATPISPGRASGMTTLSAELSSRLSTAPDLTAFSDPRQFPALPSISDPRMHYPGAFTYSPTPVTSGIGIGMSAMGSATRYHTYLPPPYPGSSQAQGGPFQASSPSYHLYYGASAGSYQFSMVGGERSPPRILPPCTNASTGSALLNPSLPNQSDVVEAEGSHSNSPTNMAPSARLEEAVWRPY
Target sequence (Q13951 whole entry, looked up): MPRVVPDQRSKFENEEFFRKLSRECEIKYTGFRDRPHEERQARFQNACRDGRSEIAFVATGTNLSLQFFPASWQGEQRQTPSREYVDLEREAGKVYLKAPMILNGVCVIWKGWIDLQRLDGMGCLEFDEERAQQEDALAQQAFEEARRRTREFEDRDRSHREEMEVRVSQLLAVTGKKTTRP
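AlphaScreen proximity signal reports loss of binding between His-tagged CBF-beta and biotin-labelled RUNX1, each at 30 nM. Proteins are pre-associated for 20 minutes, compounds added for 15 minutes, then beads for 90 minutes, all at ambient temperature.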
Lamin A splicing = LMNA splicing modulation. HeLa LMNA splicing GFP/RFP minigene ratio, 48 h. actives 0.01% (n = 200,000). Potency, µM (highest dose often 46.1 µM), inactives show at the highest dose ratio change, negative = inhibition, most hits filed as inhibitors. AID 1487; active = well fitted inhibition curve with a large enough effect in the signal ratio, with a control signal flat, not every such curve was filed as active; inconclusive = small, poorly fitted or top-dose-only effect, or effect the other way, or a change in a side signal; the % refers to the signal ratio; note: potency is the fitted concentration of half-maximal effect; % is set by controls: 0 for no effect and ±100 for the full control effect
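S3 HeLa stable clones carrying a lamin A-EGFP splicing minigene plus DsRed2 were seeded at 600 cells/well in Opti-MEM with 2% FBS, pin-dosed and incubated 48 h at 37°C. Acumen cytometry (488 nm) gave the GFP/RFP total-intensity ratio.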
HttQ103 aggreg = reduces HttQ103-GFP aggregates in PC12 cells; PC12 HttQ103-GFP aggregates, Acumen cytometry, 40 h; Potency, µM (highest dose often 46.1 µM), inactives show at the top dose activity change, negative = inhibition, actives largely listed as inhibitors; actives 1.1% (n = 220,000); note: potency is the fitted concentration of half-maximal effect; % is set by controls: 0 for no effect and ±100 for the full control effect; nearly all actives have a fitted effect of over 60% in size
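Huntingtin Q103 exon 1–GFP aggregates in induced PC12 cells (100 nM tebufenozide) were quantified by cytometry from lysates, with compounds dosed in titration.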
GAA inh = blocks human lysosomal alpha-glucosidase; P10253; purified human GAA, 4-MU-alpha-glucoside fluorescence; Potency, µM (titrated, usually from 76.9 µM), for inactives: at the highest dose activity change, negative = inhibition, hits mostly inhibitors; actives 0.005% (n = 200,000); AID 1466;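 note: potency is the fitted concentration of half-maximal effect; plate controls were uninhibited enzyme wells for no effect and no-enzyme background for full effect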
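Endpoint fluorogenic read: 20 min room-temperature reaction of 4 nM human alpha-glucosidase with 400 uM 4-methylumbelliferyl-alpha-D-pyranoside, pH 5.0, quenched with 1M NaOH/1M glycine pH 10. AC50 from Hill modeling.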
GAA glycogen = GAA glycogen-cleavage inhibition or activation. P10253. recombinant GAA, glycogen substrate, Amplex Red glucose oxidase fluorescence. Potency, µM (series often up to 76.4 µM), inactives show at the top dose activity change, negative = inhibition, most hits filed as inhibitors. actives 0.38% (n = 300,000). AID 2100;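 note: potency is the fitted concentration of half-maximal effect; 0% = full enzyme reaction and -100% = no-enzyme basal signal; the screen sought inhibitors and activators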
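Natural-substrate format: glycogen cleavage by 4 nM human enzyme, glucose read by Amplex Red coupling (Ex 573, Em 610 nm). Normalized to enzyme and no-enzyme controls.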
An asterisk follows results filed as active; & = joins results of further samples; [ ] = remark or other dose. Unless noted, calls come from the whole dose curve; as a rule, active = well fitted curve in the direction sought with a large enough effect; inconclusive = small, poorly fitted or top-dose-only effect, or another doubt; inactive = no such curve, though single readings can be large; an effect the other way counts as inactive or inconclusive.

CCOC(=O)C1CCCN(C(=O)c2cc3ncc(Br)cn3n2)C1 (stereo not drawn) was read as GAA spleen mod -6%, HTT ATP protect 1%, CBFb RUNX1 block 4%, Lamin A splicing -15%, HttQ103 aggreg 6%, GAA inh 3% and GAA glycogen -9%.
For CN(C(=O)COC(=O)c1ccc(NS(=O)(=O)c2cccs2)cc1)C1CCCCC1 the results were GAA spleen mod 2%, HTT ATP protect 3%[10 µM], CBFb RUNX1 block 0%, Lamin A splicing 6%, HttQ103 aggreg 14%, GAA inh -1% and GAA glycogen -8%.
`COCC(=O)NCCc1ccc(S(N)(=O)=O)cc1` gave GAA spleen mod 5%, HTT ATP protect 3%[10 µM], CBFb RUNX1 block -2%, Lamin A splicing 6%, HttQ103 aggreg 6%, GAA inh 0% and GAA glycogen 4%.
For COc1ccccc1/C=C/C(=O)NCC(=O)N/N=C/c1cccnc1 the results were GAA spleen mod 0%, HTT ATP protect 4%[10 µM], CBFb RUNX1 block -2%, Lamin A splicing 8%, HttQ103 aggreg 0%, GAA inh 5% and GAA glycogen 0%.
For CCn1nc(C)c(/C=N/NC(=S)Nc2ccc(Cl)cc2Cl)c1C the results were GAA spleen mod -6%, CBFb RUNX1 block -13%, Lamin A splicing inconclusive, HttQ103 aggreg 0%, GAA inh 3% and GAA glycogen 1%.
For Cc1cc(C)c2nc(N3CCC(C(=O)NCCCN4CC(C)CC(C)C4)CC3)sc2c1 (stereo not drawn) the results were GAA spleen mod -22%, HTT ATP protect 27%, CBFb RUNX1 block 6%, HttQ103 aggreg inconclusive, GAA inh -3% and GAA glycogen -9%.
Cc1ccn2cc(CNS(=O)(=O)c3ccc(Cl)s3)nc2c1 was read as GAA spleen mod 3%, HTT ATP protect 9%, CBFb RUNX1 block 3%, Lamin A splicing -4%, HttQ103 aggreg inconclusive, GAA inh -8%[15.4 µM] and GAA glycogen -5%.
O=C(Nc1ccccc1)c1ccn[nH]1 was read as GAA spleen mod -6%, HTT ATP protect -24%, CBFb RUNX1 block -2%, Lamin A splicing 5%, HttQ103 aggreg -3%, GAA inh 9% and GAA glycogen 16%.
Screening C=CCOc1c2ccc(C(=O)NCCc3ccc(C)cc3)cc2nn1C returned GAA spleen mod -2%, HTT ATP protect -4%, CBFb RUNX1 block 2%, Lamin A splicing -2%, HttQ103 aggreg 24%, GAA inh inconclusive and GAA glycogen -10%.
Screening CCC1CCCCN1C(=O)CSc1nnc(-c2cccc(Cl)c2)o1 (stereo not drawn) returned GAA spleen mod -19%, HTT ATP protect -5%[10 µM], CBFb RUNX1 block 16%, Lamin A splicing inconclusive, HttQ103 aggreg -31%, GAA inh 3% and GAA glycogen 2%.
Screening O=C(/C=C\Nc1ccc(S(=O)(=O)Nc2ncccn2)cc1)c1ccccc1 returned GAA spleen mod 4%, HTT ATP protect 14%[10 µM], CBFb RUNX1 block 0%, HttQ103 aggreg 2%[9.22 µM] and GAA glycogen 2%.
`CC(=O)N1N=C(c2cccc(NS(C)(=O)=O)c2)CC1c1cccs1` (stereo not drawn) gave GAA spleen mod 5%, CBFb RUNX1 block 5%, Lamin A splicing -14%[46 µM], HttQ103 aggreg 17%, GAA inh 2% and GAA glycogen 1%.

Three compounds drawn at random from the list so far, as already listed:
Screening C=CCOc1c2ccc(C(=O)NCCc3ccc(C)cc3)cc2nn1C returned GAA spleen mod -2%, HTT ATP protect -4%, CBFb RUNX1 block 2%, Lamin A splicing -2%, HttQ103 aggreg 24%, GAA inh inconclusive and GAA glycogen -10%.
CCOC(=O)C1CCCN(C(=O)c2cc3ncc(Br)cn3n2)C1 (stereo not drawn) was read as GAA spleen mod -6%, HTT ATP protect 1%, CBFb RUNX1 block 4%, Lamin A splicing -15%, HttQ103 aggreg 6%, GAA inh 3% and GAA glycogen -9%.
Screening CCC1CCCCN1C(=O)CSc1nnc(-c2cccc(Cl)c2)o1 (stereo not drawn) returned GAA spleen mod -19%, HTT ATP protect -5%[10 µM], CBFb RUNX1 block 16%, Lamin A splicing inconclusive, HttQ103 aggreg -31%, GAA inh 3% and GAA glycogen 2%.

(next part)
Screening Fc1ccc(NC(=S)Nc2ccc(Cl)cc2Cl)cc1 returned GAA spleen mod 1%, HTT ATP protect 17%, CBFb RUNX1 block 4%, Lamin A splicing -9%[46 µM], HttQ103 aggreg 8%, GAA inh 5% and GAA glycogen -19%.
For CCC(C)N(C(=O)COC(=O)Cc1n[nH]c(=O)c2ccccc12)C1CCS(=O)(=O)C1 (stereo not drawn) the results were GAA spleen mod -3%, HTT ATP protect 20%, CBFb RUNX1 block -1%, Lamin A splicing 1%, HttQ103 aggreg -7%, GAA inh 0% and GAA glycogen 5%.
Cc1ccc(OCC(=O)NNC(=O)CCC(=O)Nc2ccc(C)cc2C)cc1 was read as GAA spleen mod -5%, HTT ATP protect -18%, CBFb RUNX1 block 2%, Lamin A splicing 4%, HttQ103 aggreg 11%, GAA inh 3% and GAA glycogen 7%.
For Cn1c(=O)cc(NCCc2ccccc2)[nH]c1=O the results were GAA spleen mod -6%, HTT ATP protect -14%, CBFb RUNX1 block 8%, Lamin A splicing -1%, HttQ103 aggreg -8%, GAA inh -10% and GAA glycogen -1%.
For Cc1occc1C(=O)N/N=C/C(Br)=C\c1ccccc1 the results were GAA spleen mod -7%, HTT ATP protect 0%[10 µM], CBFb RUNX1 block 2%, HttQ103 aggreg 2%[9.22 µM] and GAA glycogen -15%.
For COc1ccc(CCNC(=O)COc2ccc(S(=O)(=O)NC(C)C)cc2Cl)cc1OC the results were GAA spleen mod 2%, HTT ATP protect 21%[10 µM], CBFb RUNX1 block 2%, Lamin A splicing -13%, HttQ103 aggreg -3%, GAA inh -2% and GAA glycogen 1%.
`CCOC(=O)c1cc2c(N)c(C(=O)c3cc(C#N)c(SC)nc3C)sc2nc1C` gave GAA spleen mod -3%, HTT ATP protect 5%[10 µM], CBFb RUNX1 block 3%, Lamin A splicing 6%, HttQ103 aggreg -8%, GAA inh 0% and GAA glycogen 5%.
For CCCCOC(=O)c1ccc(NC(=O)C(=O)NCc2ccncc2)cc1 the results were GAA spleen mod -3%, HTT ATP protect -3%[10 µM], CBFb RUNX1 block 7%, Lamin A splicing 10%, HttQ103 aggreg 0%, GAA inh -2% and GAA glycogen 12%.
Screening Cc1c(Cl)c(C(=O)NC2C3CC4CC(C3)CC2C4)nn1C (stereo not drawn) returned GAA spleen mod -3%, HTT ATP protect -11%[10 µM], CBFb RUNX1 block 4%, Lamin A splicing inconclusive, HttQ103 aggreg -10%, GAA inh -5% and GAA glycogen 2%.
Screening C=C(C)Cn1c(SCC(=O)N/N=C/c2ccccc2OCC(=O)O)nnc1-c1ccc(Br)cc1 returned GAA spleen mod 4%, HTT ATP protect -16%[10 µM], CBFb RUNX1 block -15%, HttQ103 aggreg 13%[9.22 µM] and GAA glycogen -3%.
For O=C(Nc1ccc(Cl)cc1)Nc1nnc(SCc2ccccc2)s1 the results were GAA spleen mod -3%, HTT ATP protect 4%[10 µM], CBFb RUNX1 block -3%, Lamin A splicing inconclusive, HttQ103 aggreg -10%, GAA inh inconclusive and GAA glycogen -6%.
`Cn1nnnc1SCC(=O)Nc1cccc([N+](=O)[O-])c1` gave GAA spleen mod -1%, HTT ATP protect -29%, CBFb RUNX1 block 8%, Lamin A splicing 14%[46 µM], HttQ103 aggreg 8%, GAA inh 1% and GAA glycogen 1%.
For CCC(=O)Nc1nc2c(OC)ccc(OC)c2s1 the results were GAA spleen mod 2%, HTT ATP protect 20%, CBFb RUNX1 block -3%, Lamin A splicing 2%, HttQ103 aggreg -14%, GAA inh 0% and GAA glycogen 3%.
`COc1ccc(N2CCN(CCNC(=O)CCNS(=O)(=O)c3cccs3)CC2)cc1` gave GAA spleen mod -9%, HTT ATP protect -1%, CBFb RUNX1 block -3%, Lamin A splicing 8%, HttQ103 aggreg 4%, GAA inh 1% and GAA glycogen -8%.
For CCOC(=O)Cn1nnnc1CN(Cc1cccs1)Cc1cc2cc(C)cc(C)c2[nH]c1=O the results were GAA spleen mod -5%, HTT ATP protect -4%[10 µM], CBFb RUNX1 block -8%, Lamin A splicing 8%, HttQ103 aggreg -5%, GAA inh -5% and GAA glycogen 7%.
COc1ccc(NC(C)=O)cc1NC(=O)CN1CCN(S(=O)(=O)c2ccc(C(C)C)cc2)CC1 was read as GAA spleen mod 1%, HTT ATP protect 7%, CBFb RUNX1 block -4%, Lamin A splicing -1%, HttQ103 aggreg -5%, GAA inh -4% and GAA glycogen -2%.
`CCOC(=O)CNC(=O)CSc1nc2nc(C)c(Br)cc2[nH]1` gave GAA spleen mod 3%, HTT ATP protect -6%[0.074 µM], CBFb RUNX1 block 5%, Lamin A splicing 3%, HttQ103 aggreg -8%, GAA inh -6% and GAA glycogen -5%.
COc1ccc(N2C(=O)[C@@H]3Cc4ccccc4CN3C2=O)cc1 was read as GAA spleen mod 7%, HTT ATP protect -23%[0.074 µM], CBFb RUNX1 block 2%, Lamin A splicing 8%, HttQ103 aggreg 8%, GAA inh -10% and GAA glycogen 1%.
Screening Cc1noc(C)c1S(=O)(=O)NCc1ccc2c(c1)OCO2 returned GAA spleen mod -5%, HTT ATP protect 0%, CBFb RUNX1 block 2%, Lamin A splicing -5%, HttQ103 aggreg -8%, GAA inh -3%[15.4 µM] and GAA glycogen 8%.
Screening CCCc1[nH]c(=O)c(C#N)c2c1COC(C)(C)C2 returned GAA spleen mod 4%, HTT ATP protect 9%[10 µM], CBFb RUNX1 block 0%, Lamin A splicing 14%, HttQ103 aggreg -25%, GAA inh -4% and GAA glycogen -12%.
Screening C=CCN1c2ccccc2[C@]23C[C@@H](C(=O)OC)N(C(C)=O)C2=NC(C(=O)OC)=C(C(=O)OC)[C@H]13 returned GAA spleen mod 7%[17.4 µM], HTT ATP protect -2%&14%[10 µM], CBFb RUNX1 block 8%[13.1 µM], Lamin A splicing inconclusive, HttQ103 aggreg 7%[9.22 µM] and GAA glycogen -14%.
For O=C(Nc1ccccc1)NC1CCN(Cc2ccccc2)CC1 the results were GAA spleen mod -3%, HTT ATP protect 4%[10 µM], CBFb RUNX1 block 1%, Lamin A splicing -13%[46 µM], HttQ103 aggreg 1%[9.22 µM], GAA inh inconclusive and GAA glycogen 19%.
`O=C(NCc1cccnc1)c1ccc(-c2ccc(Cl)cc2)o1` gave GAA spleen mod 1%, HTT ATP protect -12%[10 µM], CBFb RUNX1 block 6%, Lamin A splicing inconclusive, HttQ103 aggreg 10%[9.22 µM], GAA inh 7% and GAA glycogen -10%.
